Compound activity as filed in PubChem.
Peg3 promoter = Peg3 promoter-driven luciferase inhibitors, primary screen, cell-based, HeLa, luciferase luminescence. inhibition, % at 20 µM. actives 1.7% (n = 360,000). HeLa PEG-Prom luciferase reporter, overnight;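 active = inhibition of at least 50% at 20 µM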
hiPSC survival = enhancers of single-cell hiPSC survival, primary screen, ATPlite luminescence. 100% = ROCK inhibitor wells, 0% = DMSO. survival enhancement, % at 20 µM. actives 0.044% (n = 360,000). AID 602274, 2012; in the data active = survival enhancement above about 18%;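 note: cells exposed to compounds for 16 hours before the ATP read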
KKLEB cytotox = cytotoxicity in KKLEB CF airway cells, primary screen, cytotoxicity control for CF NF-kB inhibitor project, cell-based, uHTS, fluorescence assay plates; KKLEB CF airway cells viability, ATPlite luminescence, overnight; active compounds read low; cells stimulated with P. aeruginosa culture filtrate; activity change (cytotoxicity), % at 5 µM; actives 0.36% (n = 360,000);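 active = corrected activity change at or below -50% at 5 µM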
HIF-2a inh = HIF-2a reporter inhibitors, primary screen, luminescence, 786-0 RCC cells; 786-0 RCC cells HIF-2a reporter, luciferase luminescence, overnight; inhibition, % at 18.8 µM; actives 0.72% (n = 360,000);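 active = inhibition of the luminescence signal of 40% or more relative to plate controls, in a single-dose primary screen at 18.75 µM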
NR2E3 ag-1 = inhibitors of NR2E3-RetCOR corepressor binding, primary screen, NR2E3 agonist project, biochemical, TR-FRET, GST-NR2E3, biotin-RetCOR; 1536-well; AID 2300, 2010; actives 0.12% (n = 320,000); inhibition of corepressor binding, % at 4.78 µM; Photoreceptor-specific nuclear receptor (Homo sapiens), Q9Y5X4;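 active = percent inhibition above the cutoff of mean plus 3 SD of all tested compounds, set per screening campaign, cut at about 20% in these data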;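 note: 0% = DMSO wells and 100% = biotin wells as full block of FRET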
Target sequence (Q9Y5X4 whole entry, looked up): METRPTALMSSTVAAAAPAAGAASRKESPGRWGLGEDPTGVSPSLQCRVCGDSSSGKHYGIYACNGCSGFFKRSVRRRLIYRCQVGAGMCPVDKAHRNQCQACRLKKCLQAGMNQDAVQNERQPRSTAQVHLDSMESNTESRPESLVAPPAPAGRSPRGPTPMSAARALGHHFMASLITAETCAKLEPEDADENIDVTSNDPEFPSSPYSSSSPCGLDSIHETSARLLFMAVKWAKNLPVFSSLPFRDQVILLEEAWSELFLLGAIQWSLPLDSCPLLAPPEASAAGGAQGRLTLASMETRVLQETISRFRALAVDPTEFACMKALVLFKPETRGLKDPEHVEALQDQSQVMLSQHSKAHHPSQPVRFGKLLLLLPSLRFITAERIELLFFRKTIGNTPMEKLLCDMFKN
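Test system – NR2E3–RetCOR corepressor complex · Quantity – NR2E3 fusion 1.35 nM · Buffer or medium – Tris pH 7.5 · Incubation – Compound–protein incubation for 5 h at 4 °C · Technique – TR-FRET, Eu(K)-anti-GST donor, streptavidin-D2 acceptor, ex 340, em 617/671 nm · Evaluation – percent inhibition of 671/617 nm emission ratio versus biotin and DMSO controls · Plate – 1536-well format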
CF NFkB block = inhibitors of PAF-induced NF-kB signaling, primary screen, cell-based, GFP fluorescence, uHTS. KKLEB NF-kB-GFP reporter, GFP fluorescence overnight. inhibition, % at 5 µM. actives 0.86% (n = 360,000);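 active = at least 50% inhibition at 5 µM, scaled per plate between neutral and stimulator controls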;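 note: PAF is a Pseudomonas aeruginosa culture filtrate used as stimulus; plate controls were PAF-stimulated DMSO wells for no effect and unstimulated DMSO wells for full effect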
TRAIL sens C8 = viability loss with TRAIL in NB7+C8 cells, primary screen, TRAIL sensitizer project, cell-based, ATPlite luminescence; AID 624354, 2012; inhibition (viability loss, TRAIL sensitization), % at 10 µM; actives 1% (n = 360,000);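 active = compounds causing at least 50% loss of cell viability in the single-dose screen, relative to plate controls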
TRPM1 prom inh = inhibitors of MITF-dependent TRPM1 promoter reporter, primary screen, cell-based, SK-MEL-5, single point, luciferase | actives 0.83% (n = 330,000) | SK-MEL-5 TRPM1 promoter luciferase, 24 h | AID 488899, 2010 | inhibition, % at 12.5 µM;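 active = mean inhibition across replicates of 60% or more, whatever share of single replicates reaches that level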; note: values of inactives mirror those of a sister screen read the other way
Shn3 inh set2 = reduction of Shn3 3'UTR firefly luciferase signal, primary screen, Schnurri-3 inhibitor project, cell-based, Clone20 osteoblasts, set 2. actives 0.52% (n = 360,000). Clone20 osteoblast Shn3 3'UTR firefly luciferase, 24 h. inhibition, % at 12.5 µM;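 active = mean inhibition of at least 75% with every replicate also reaching 75%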;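 note: 0% = median of neutral control wells and 100% = pilot-screen positive control compound; some compounds past the cut are filed as inactive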
EBV LMP1 NFkB = EBV LMP1-driven NF-kappaB luciferase reporter inhibitors, primary screen, cell-based, luminescence, single point; inhibition, % at 12.5 µM; actives 0.69% (n = 350,000); LMP1-induced NF-kappaB luciferase reporter cells; in the data active = inhibition above about 41%;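 note: 0% = neutral control wells and 100% = reference inhibitor control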
NR2E3 ag-2 = NR2E3 agonists in two-hybrid cells, primary screen, cell-based, luminescence, CHO-S, Gal4-NCOR/VP16-NR2E3; actives 0.35% (n = 360,000); luciferase; AID 602229, 2012; inhibition of corepressor binding, % at 3.98 µM;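 active = inhibition above the mean of all tested compounds plus 3 SD, cut at about 70% in these data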;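 note: 0% = DMSO with NR2E3 transfected cells and 100% = cells lacking NR2E3 construct; higher means lower luciferase signal from less NR2E3 corepressor binding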
Active calls of the source: *; / = not tested or not shown. Not all compounds are listed. The share of hits here may be higher or lower than overall.

Sample of the layout, 2 compounds:
compound | Peg3 promoter | CF NFkB block | NR2E3 ag-2 | hiPSC survival | EBV LMP1 NFkB | KKLEB cytotox | Shn3 inh set2 | HIF-2a inh | NR2E3 ag-1 | TRAIL sens C8 | TRPM1 prom inh
CC(=O)Nc1ccc(C(=O)NCC(=O)OCc2ccccc2F)cc1 | 4 | 2 | -18 | -0.4 | -16 | 2 | -7 | 7 | -2 | -7 | 2
CC1(C)CC(=O)C=C(c2ccc(-c3cnn(Cc4ccccc4)c3)cc2)C1=O | -42 | -4 | 4 | -3.6 | -14 | -2 | 26 | -44 | / | -10 | /

Results, previewed entries included:
compound | Peg3 promoter | CF NFkB block | NR2E3 ag-2 | hiPSC survival | EBV LMP1 NFkB | KKLEB cytotox | Shn3 inh set2 | HIF-2a inh | NR2E3 ag-1 | TRAIL sens C8 | TRPM1 prom inh
CC(=O)Nc1ccc(C(=O)NCC(=O)OCc2ccccc2F)cc1 | 4 | 2 | -18 | -0.4 | -16 | 2 | -7 | 7 | -2 | -7 | 2
CC1(C)CC(=O)C=C(c2ccc(-c3cnn(Cc4ccccc4)c3)cc2)C1=O | -42 | -4 | 4 | -3.6 | -14 | -2 | 26 | -44 | / | -10 | /
Cc1ccc(CN(Cc2ccccn2)C(=O)Nc2ccc(C)c(C)c2)cc1 | 18 | 0 | 4 | -0.3 | 2 | 6 | 14 | -4 | 1 | 12 | -9
O=C(O)C1(S(=O)(=O)CCC(F)=C(F)F)CC1 | -10 | -8 | -14 | 0.3 | 0 | 0 | -10 | 10 | 4 | 18 | -4
CCN(CC)CCN1C(=O)c2ccccc2NC1c1ccc(Br)cc1 (stereo unspecified) | -10 | -2 | -14 | -1.8 | 7 | -1 | 4 | 19 | 4 | -6 | 12
C=CCNc1nnc(SCC(=O)N2CCC(C(N)=O)CC2)s1 | -5 | 14 | -6 | -0.3 | -9 | -5 | 6 | 4 | -1 | 4 | 2
CCCSC1=C(C#N)C(c2ccc(OC)cc2)C2=C(CC(C)(C)CC2=O)N1 (stereo unspecified) | 15 | 16 | -30 | 0.1 | 2 | 1 | -7 | 28 | 0 | 1 | 8
CN(C(=O)c1cccc(NC(=O)Cc2ccc(NC(=O)C3CCN(C(=O)C4CC4)CC3)cc2)c1)C1CCCCC1 | 3 | 19 | -13 | 1.6 | 0 | -9 | -17 | 5 | / | 10 | 4
O=C(COC(=O)c1cccc(S(=O)(=O)N2CCCCC2)c1)NCc1cccc(Cl)c1 | 7 | -21 | 22 | 4.3 | -3 | 10 | 1 | 3 | / | -10 | /
CCOc1ccc(-n2cc(C(=O)Nc3cccc(C)n3)c3cc(OC)c(OC)cc3c2=O)cc1 | 33 | 25 | 3 | -1.7 | 13 | -10 | 20 | 11 | 0 | 16 | 3
CCOc1ccc(/C(O)=C2/C(=O)C(=O)N(c3ccccn3)C2c2ccc(C)cc2)c(C)c1 (stereo unspecified) | 3 | 10 | 2 | -0.6 | 6 | 5 | -12 | -15 | 11 | -10 | -5
Cc1sc2ncn(CC(=O)NCCCOC(C)C)c(=O)c2c1S(=O)(=O)N1CCN(c2ncccn2)CC1 | 8 | -8 | -8 | 0.2 | 7 | -10 | 8 | 16 | -2 | -2 | -10
C#CCOCCOCCOCCNc1nc(N2CCN(C(=O)[C@H]([C@@H](C)CC)n3cc(CCCCN)nn3)CC2)nc(N2CCN(C(=O)[C@H](CCCCN)n3cc(CCC(=O)O)nn3)CC2)n1 | 2 | -2 | -2 | 7.3 | -5 | -8 | -19 | 0 | 4 | -9 | 8
Cc1nnc(SCC(=O)N(C)c2ccccc2)n1-n1cccc1 | -5 | -11 | -10 | -0.4 | 9 | 17 | -11 | 7 | 2 | -3 | 10
NS(=O)(=O)c1ccc(N/N=C/c2cn(-c3ccccc3)nc2-c2ccccc2)c([N+](=O)[O-])c1 | 38 | 1 | -4 | 0.1 | -17 | -3 | / | 12 | 2 | 54* | 77*
CCN1CCN(c2nc3sc4c(c3c(=O)n2-c2ccc(OC)cc2)CCCCC4)CC1 | 11 | 29 | 5 | -0.4 | 0 | -21 | -16 | 26 | -1 | -22 | 1
CCCCNS(=O)(=O)/C=C/c1ccccc1 | 10 | 7 | -33 | -1.2 | 0 | -9 | -25 | 20 | -2 | -2 | -21
CCc1nc(C)cn1S(=O)(=O)c1cc(Cl)c(OC)cc1Cl | 6 | -6 | -3 | -2.4 | -2 | -12 | -5 | 21 | 2 | -21 | -7
O=C(Nc1ccccc1Cl)C1CCCN1C(=O)OCc1ccccc1 (stereo unspecified) | -27 | 14 | -23 | -0.4 | 4 | 3 | 6 | 0 | 1 | -20 | -5
O=C(NCC1CCCO1)C1c2ccccc2C(=O)N1C1CCCCCC1 (stereo unspecified) | 9 | 13 | -34 | 1.1 | -13 | -17 | -2 | -7 | 0 | -7 | 5
COc1ccc(C)cc1N(C(=O)Cn1nnc(-c2ccc(C)o2)n1)C(C(=O)NC1CCCC1)c1ccncc1 (stereo unspecified) | 7 | 7 | -31 | -0.4 | -1 | 2 | 5 | 10 | 4 | -1 | 8
N#CC1(Nc2ccc(C(=O)O)cc2)CCCC1 | -8 | -13 | -4 | 4.8 | 0 | -5 | 4 | 15 | / | -3 | 2
COc1cc(Cl)ccc1OCc1cc(C(=O)NCC(C)(C)N2CCOCC2)no1 | -152 | -6 | -52 | 0.7 | -22 | 14 | -30 | -171 | / | 1 | -42
Cc1ccc(/C=N/NC(=O)c2nnn(-c3nonc3N)c2CSc2ccc(Cl)cc2)cc1 | 40 | 16 | -9 | -0.4 | -9 | -14 | 16 | 12 | 4 | -6 | 2
COc1ccccc1OC(=O)CCc1nc2ccccc2s1 | -10 | -8 | -20 | -0.4 | -17 | 10 | -17 | -46 | 10 | 9 | 4
CSc1nnc(C(C)(C)C)c(=O)n1/N=C/c1c(O)ccc2ccccc12 | 6 | 3 | -37 | 1.3 | 4 | -6 | 10 | 6 | -3 | 11 | 12
COc1cc(OC)c(N(C)S(=O)(=O)c2cccc(C(=O)NC(C)C3CC4CCC3C4)c2)cc1Cl (stereo unspecified) | 1 | 10 | -29 | -0.1 | -27 | -13 | 14 | 14 | 1 | 17 | 13
O=C(CN1C(=O)CCS(=O)(=O)c2ccccc21)Nc1ccc(F)cc1 | 7 | -3 | 3 | -0.6 | 2 | 5 | -20 | 2 | 2 | 9 | 5
Nc1nc(CCOc2ccc(F)cc2)cs1 | -263 | -12 | -70 | 0.6 | -9 | 6 | -18 | -203 | / | 6 | -44
COc1ccc(Cl)cc1C(=O)NNC(=O)COC(=O)CC(NC(C)=O)c1ccccc1 (stereo unspecified) | 14 | -9 | -4 | 0.0 | 5 | 11 | -3 | 14 | 0 | -1 | 9
CCCCn1c(N)c(-c2nc3ccccc3o2)c2c([N+](=O)[O-])nn(CC)c(=O)c21 | 6 | 15 | 17 | 5.7 | -1 | -10 | -5 | 7 | 0 | 16 | 11
COc1ccc(S(=O)(=O)Nc2cc(C(C)C)c(O)cc2C)cc1 | 4 | 4 | -1 | 1.4 | 1 | 1 | -57 | 4 | 2 | -2 | -10
Cc1ccnc(NC(=O)CS(=O)(=O)c2ccccc2)c1 | -32 | 3 | -25 | -0.1 | -10 | 0 | -19 | -124 | 5 | -2 | -11
O=C(COC(=O)CNC(=O)C1CCCCC1)Nc1ccccc1 | -18 | -8 | 9 | 3.6 | / | 4 | 8 | 14 | / | -15 | /
CCN(CC(=O)Nc1ccc(NC(C)=O)cc1)C(=O)CSCC(=O)Nc1ccc(C)cc1 | -26 | 7 | -4 | -0.2 | 1 | -7 | -11 | 13 | 1 | 5 | -14
COc1ccc(C(CNC(=O)c2ccc(S(=O)(=O)Nc3ccccc3F)cc2)N(C)C)cc1 (stereo unspecified) | -8 | 4 | -14 | -0.5 | 2 | -6 | 1 | 4 | -4 | -9 | -6
O=C(NC(=O)c1ccccc1)Nc1ccccc1 | -89 | -10 | -108 | -0.3 | 22 | 8 | 8 | -86 | -2 | 54* | -1
Cn1c(=O)oc2cc(S(=O)(=O)Nc3ccc(F)cc3)ccc21 | -5 | 2 | 2 | -0.6 | -4 | 5 | 19 | 12 | -1 | -5 | 6
CCCn1c(C)cc(C(=O)CN2C(=O)NC3(CCCCCC3)C2=O)c1C | -351 | 8 | -83 | 0.3 | -30 | -12 | -22 | -177 | / | -8 | /
Fc1ccc(-n2c(Cn3nnc4ccccc43)n[nH]c2=S)cc1 | 1 | -1 | -10 | -1.2 | -14 | 16 | 0 | 18 | 4 | -12 | 3
CCOc1ccc(-c2n[nH]c(=S)n2Cc2ccccc2)cc1 | 11 | -17 | 5 | -0.5 | 2 | 16 | -1 | 4 | 2 | -17 | 5
CSc1ccc(CNCCCN(C)C)cc1 | -8 | 3 | -27 | -2.0 | 1 | -7 | -1 | 5 | -3 | 16 | -16
CCOC(=O)c1cc2c(=O)n3ccccc3nc2n(CCCOC)c1=NC(C)=O | 16 | -10 | -3 | 5.6 | 20 | -4 | -19 | 15 | -1 | -9 | 3
Cc1ccccc1SCC(=O)OCC(=O)N(C)c1c(N)n(Cc2ccccc2)c(=O)[nH]c1=O | 0 | -2 | 3 | 0.6 | 0 | 2 | -6 | 3 | -1 | 19 | -5
CC1CCC(NC(=S)NCCN(C)C)CC1 (stereo unspecified) | -66 | 1 | -47 | -0.4 | 0 | 1 | 41 | -66 | 0 | -12 | -22
COc1ccc(C(=O)NC(C)c2nnc(SCC(=O)NC3CCCCC3)n2C)cc1 (stereo unspecified) | 1 | -9 | -5 | 0.8 | -1 | 12 | -9 | 10 | 2 | 6 | /
Cc1ccc(CNC(=O)CS(=O)(=O)CC(=O)O)cc1 | 5 | -12 | -29 | 3.0 | -6 | -4 | 3 | 9 | 1 | -8 | 11
CCc1cccc2c(C(=O)COC(=O)c3nn(C)c(=O)c4ccccc34)c[nH]c12 | 5 | -6 | -5 | -1.4 | 0 | 3 | -7 | -6 | -3 | -9 | -3
CCNC(=O)C1(C)CCCN(Cc2cccc3c2OCCO3)C1 (stereo unspecified) | 4 | 9 | -3 | -1.4 | / | -5 | 6 | 13 | / | 10 | /
COc1ccc(/C=C/C(=O)OCC(=O)NC2CCCC(C)C2C)c(OC)c1 (stereo unspecified) | 17 | 20 | 2 | 0.7 | -14 | 22 | -12 | 1 | / | -6 | 10
